Assay outcomes (PubChem)
Gal4-VP16 FLuc = Gal4-VP16 reporter inhibition counter-screen; Potency, µM (series often up to 53.6 µM), inactives show top-dose activity, negative = inhibition, most hits filed as inhibitors; actives 3.5% (n = 310,000); Drosophila S2 Gal4-VP16 UAS-luciferase, luminescence, 20 h; AID 2546;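 note: Gal4-VP16 expression switched on by copper sulfate through the metallothionein promoter; potency is the fitted concentration of half-maximal effect; % is set by controls: 0 for no effect and ±100 for the full control effect; nearly all actives have a fitted effect of over 50% in size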
FLuc modulator = firefly luciferase modulation, counter-screen for miR-21 project; P08659; actives 6.9% (n = 360,000); purified FLuc, Km substrates, luminescence inhibition; Potency, µM (top dose mostly 57.5 µM), inactives show at the highest dose activity change, negative = inhibition, most hits filed as inhibitors;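 note: potency is the fitted concentration of half-maximal effect; plate controls were vehicle for no effect and reference inhibitor for full effect; nearly all actives have a fitted effect of over 55% in size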
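Biochemical qHTS of compounds, final roughly 60 µM downward over six points, against 10 nM purified firefly luciferase using Km concentrations of substrates (10 uM D-luciferin, 10 uM ATP) in Tris acetate pH 7.5 buffer; luminescence output.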
NPC1 promoter act = NPC1 promoter activation; Huh7 NPC1 promoter luciferase reporter, 24 h; Potency, µM (top dose mostly 9.22 µM), for inactives: at the top dose activation, hits mostly activators; actives 2.4% (n = 320,000); AID 485313;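 note: potency is the fitted concentration of half-maximal effect; % of control where 0% means no effect; nearly all actives have a fitted effect of over 60% in size; reporter is driven by a mutant NPC1 promoter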
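Huh7 reporter cells (NPC1 promoter driving luciferase) are dosed with compound for 24 h at 37 °C, 5% CO2; luciferase detection reagent is then added and luminescence measured after 10 min at ambient temperature.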
MBNL1 CUG block = inhibitors of human MBNL1 binding to CUG repeat RNA; TR-FRET MBNL1-His/biotin-(CUG)12 binding, 665/545 ratio; actives 0.036% (n = 280,000); Q9NR56; Potency, µM (top dose mostly 57.5 µM), for the others: at the top dose activity change, negative = inhibition, most hits filed as inhibitors; active = well fitted inhibition curve with a large enough effect in the signal ratio, with a control signal flat, not every such curve was filed as active; inconclusive = small, poorly fitted or top-dose-only effect, or effect the other way, or a change in a side signal; inactive = no such curve, though single readings can be large or run the other way; the % refers to the signal ratio; note: potency is the fitted concentration of half-maximal effect; % is set by controls: 0 for no effect and ±100 for the full control effect
Target sequence (Q9NR56 whole entry, looked up): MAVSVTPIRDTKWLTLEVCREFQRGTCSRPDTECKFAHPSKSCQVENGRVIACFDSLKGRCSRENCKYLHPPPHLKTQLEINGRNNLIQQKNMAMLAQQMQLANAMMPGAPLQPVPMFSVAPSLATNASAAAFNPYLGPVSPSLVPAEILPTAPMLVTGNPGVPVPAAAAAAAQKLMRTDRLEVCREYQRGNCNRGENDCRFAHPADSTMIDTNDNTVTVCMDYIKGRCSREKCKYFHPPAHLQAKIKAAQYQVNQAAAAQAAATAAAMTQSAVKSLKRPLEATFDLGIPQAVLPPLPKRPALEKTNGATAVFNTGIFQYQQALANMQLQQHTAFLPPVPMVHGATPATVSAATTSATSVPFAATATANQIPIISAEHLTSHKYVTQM
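Ratiometric TR-FRET (665 over 545 nm, excitation 340 nm) tracks disruption of MBNL1-His/biotin-(CUG)12 complex after 60 min at room temperature, with compounds at 92 nM to 58 uM final.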
KCNH2 3.1 inh = blocks the human KCNH2 3.1 channel isoform; U2OS KCNH2 3.1, thallium flux FluxOr; active compounds read low; activity change, % (tested at about 1.8 µM); actives 0.95% (n = 340,000); AID 720553;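 active = maximum activity change below -70%; inconclusive = maximum activity change from -70% to -50%; inactive = maximum activity change above -50%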;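 note: thallium influx rate constant from kinetic fluorescence after stimulation buffer; % is set by controls: 0 for no effect and ±100 for the full control effect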
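Normalized rate constant (relative to positive and negative DMSO controls) derived from a 2 min kinetic fluorescence read after stimulation; U2OS cells expressing the 3.1 isoform via virus at 1.77 x 10^8 /mL.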
Mito fusion yeast = blocks mitochondrial division or promotes mitochondrial fusion | S. cerevisiae fusion-defective mutant growth rescue, CellTiterGlo 48 h | Potency, µM (top dose mostly 46.1 µM), inactives show top-dose growth rescue (activation), usual class: activators | actives 0.23% (n = 320,000);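 note: potency is the fitted concentration of half-maximal effect; % of control where 0% means no effect; nearly all actives have a fitted effect of over 45% in size; temperature-sensitive fusion mutants such as fzo1-1 at 37 °C on non-fermentable ethanol glycerol medium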
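Growth-rescue viability read-out: after 48 h at the non-permissive 37C in glycerol/ethanol YPEG, yeast mitochondrial fusion mutants are measured by CellTiterGlo luminescence; compounds (23 nl pinned per well) restoring growth score as division inhibitors or fusion activators.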
Menin MLL FP TR = inhibitors of human menin-MLL interaction, mutant MLL peptide; O00255; Menin + Texas Red MLL mutant peptide, fluorescence polarization; Potency, µM (highest dose often 61.6 µM), without a hit: top-dose FP activity change, negative = inhibition, hits mostly inhibitors; actives 0.23% (n = 270,000); active = well fitted inhibition curve with a large enough effect in the polarisation, with a control signal flat, not every such curve was filed as active; inconclusive = small, poorly fitted or top-dose-only effect, or effect the other way, or a change in a side signal; inactive = no such curve, though single readings can be large or run the other way; the % refers to the polarisation; note: potency is the fitted concentration of half-maximal effect; % of control where 0% means no effect; many of its hits are not listed in these tables
Rab9 promoter act = Rab9 promoter activation | Huh7 Rab9 promoter-luciferase reporter, luminescence, 24 h | Potency, µM (doses to about 9.22 µM), for inactives: top-dose activation, negative = inhibition, actives largely listed as activators | actives 2.8% (n = 320,000); note: potency is the fitted concentration of half-maximal effect; % of control where 0% means no effect; nearly all actives have a fitted effect of over 60% in size
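Huh7 reporter line, Rab9 promoter upstream of luciferase. Compound exposure 24 h at 37 °C in reduced-serum medium with 10% FBS. Read-out: luminescence.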
RORg inh = inhibitors of mouse ROR gamma transcriptional activity. P51450. Drosophila S2 Gal4-RORgamma UAS-luciferase reporter, 20 h. Potency, µM (titrated, usually from 53.6 µM), for the others: at the top dose activity change, negative = inhibition, most hits filed as inhibitors. actives 5.4% (n = 310,000); note: potency is the fitted concentration of half-maximal effect; % is set by controls: 0 for no effect and ±100 for the full control effect; nearly all actives have a fitted effect of over 60% in size
Target sequence (P51450 whole entry, looked up, the tested form may be a part): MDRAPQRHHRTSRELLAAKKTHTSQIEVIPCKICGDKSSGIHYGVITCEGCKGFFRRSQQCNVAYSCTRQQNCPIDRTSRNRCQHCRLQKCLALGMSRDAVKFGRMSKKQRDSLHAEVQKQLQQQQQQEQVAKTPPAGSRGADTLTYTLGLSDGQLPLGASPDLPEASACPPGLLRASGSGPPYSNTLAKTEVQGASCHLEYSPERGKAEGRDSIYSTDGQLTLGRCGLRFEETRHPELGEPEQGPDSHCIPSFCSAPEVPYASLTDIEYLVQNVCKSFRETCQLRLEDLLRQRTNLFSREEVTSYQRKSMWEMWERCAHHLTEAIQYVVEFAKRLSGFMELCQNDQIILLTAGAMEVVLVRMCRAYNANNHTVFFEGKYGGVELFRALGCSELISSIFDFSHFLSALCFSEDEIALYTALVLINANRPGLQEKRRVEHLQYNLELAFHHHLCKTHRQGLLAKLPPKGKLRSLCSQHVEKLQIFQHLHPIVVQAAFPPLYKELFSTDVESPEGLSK
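Stably transfected Drosophila Schneider cells are the test system, with ROR gamma fused to Gal4 and luciferase under UAS control; luminescence is read after 20 hr of 700 uM copper sulfate induction at ambient temperature.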
ELG1 repair inh = blocks ELG1-dependent DNA repair in HEK293T cells | Potency, µM (highest dose often 46.1 µM), without a hit: at the top dose activity change, negative = inhibition, usual class: inhibitors | HEK293T ELG1-luciferase reporter, luminescence, 16 h; DNA damage induced by 5-fluorouridine | actives 2.3% (n = 330,000) | AID 504467; note: potency is the fitted concentration of half-maximal effect; % is set by controls: 0 for no effect and ±100 for the full control effect; nearly all actives have a fitted effect of over 55% in size
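5-Fluorouridine DNA damage + compound/DMSO, 2,000 cells/well, 16 h, 37 °C/5% CO2. ONE-Glo, 30 min RT, luminescence. Readout = decrease in reporter signal.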
PKM2 activator = increases activity of human pyruvate kinase M2 | AID 1631 | purified PKM2, Kinase-Glo ATP luminescence, activation; response scale: 0% is enzyme alone, no compound | Potency, µM (doses to about 57.5 µM), for the others: at the highest dose activation, most hits filed as activators | P14618 | actives 0.34% (n = 260,000); note: potency is the fitted concentration of half-maximal effect; % is set by controls: 0 for no effect and ±100 for the full control effect; nearly all actives have a fitted effect of over 55% in size
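Purified hPK-M2 (>95% pure) converted ADP (0.1 mM final) to ATP with 0.5 mM PEP in 50 mM imidazole pH7.2, KCl, MgCl2, Tween 20, BSA; 1 h at room temperature. ATP detected by Kinase-Glo luminescence.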
Numbers without * were called inactive; ? = inconclusive; . = no result given. Unless noted, calls come from the whole dose curve; as a rule, active = well fitted curve in the direction sought with a large enough effect; inconclusive = small, poorly fitted or top-dose-only effect, or another doubt; inactive = no such curve, though single readings can be large; an effect the other way counts as inactive or inconclusive. Not all compounds are listed; count on the stated rates, not on these rows.

| cpd | compound | Gal4-VP16 FLuc | FLuc modulator | NPC1 promoter act | MBNL1 CUG block | KCNH2 3.1 inh | Mito fusion yeast |
| --- | --- | --- | --- | --- | --- | --- | --- |
| 1 | Oc1ccc(/C=N/Nc2ccnc3cc(Cl)ccc23)cc1O | ? | 16.9µM* | -4.5% | ? | -13.4 | -1.5% |
| 2 | CCOC(=O)C1=C(O)/C(=C/c2ccc(OCC(=O)Nc3ccc(C)cc3)cc2)N=C1C | -14.4% | -0.9% | -0.8% | -1.4% | -5.1 | 1.1% |
| 3 | CCN(CC)C(=O)CN1C(=O)C2(NC(=O)c3ccccc3N2)c2ccccc21 (stereo unspecified) | -1.5% | -0.3% | -0.6% | 3.5% | 4.9 | -0.7% |
| 4 | CC(OC(=O)CSc1ccc([N+](=O)[O-])cc1)C(=O)NC1CC1 (stereo unspecified) | . | 5.3% | -5.4% | . | -24.4 | -4.0% |
| 5 | COc1ccc(C(=O)c2c[nH]c(C(=O)NCc3ccco3)c2)cc1 | -7.9% | 0.6% | -7.1% | 15.7% | 27.4 | -1.7% |
| 6 | Fc1ccccc1N1CCN(C2CCCN(Cc3ccccc3C(F)(F)F)C2)CC1 (stereo unspecified) | -12.2% | -0.2% | -3.2% | 1.6% | 8.1 | -11.7% |
| 7 | COc1ccc(-c2[nH]ncc2-c2cscn2)c(O)c1 | 3.9% | 3.3% | -4.3% | -3.3% | 1.1 | 0.2% |
| 8 | COc1ccc2[nH]cc(CCNC(=O)c3ccccc3Cl)c2c1 | 0.1% | -11.6% | 0.4% | -7.0% | -1.8 | 1.5% |
| 9 | Cc1ccccc1C(=O)NCC(=O)OCCOc1ccc(C(C)C)c(C)c1 | . | -1.1% | 1.1% | . | -14.9 | 10.1% |
| 10 | COc1ccc(NC(=O)CCc2nnc3ccc(N4CCN(c5cccc(OC)c5)CC4)nn23)cc1 | 5.2% | -1.7% | -10.2% | -1.8% | 0.9 | 3.1% |

| cpd | Menin MLL FP TR | Rab9 promoter act | RORg inh | ELG1 repair inh | PKM2 activator |
| --- | --- | --- | --- | --- | --- |
| 1 | . | -2.1% | ? | 27.0% | -0.6% |
| 2 | . | 8.0% | -5.5% | -0.7% | 2.3% |
| 3 | 1.9% | 2.2% | -19.9% | -1.4% | -0.1% |
| 4 | . | -0.2% | . | 2.5% | . |
| 5 | 6.4% | 6.2% | 43.0% | -13.7% | 1.7% |
| 6 | -18.7% | -1.7% | ? | -10.9% | 1.1% |
| 7 | 4.5% | -1.9% | ? | 1.5% | -3.4% |
| 8 | 12.9% | 1.0% | -6.9% | 15.9% | . |
| 9 | . | 16.3% | . | 4.5% | . |
| 10 | . | -0.8% | 16.8% | ? | . |

Pulled by structure from the list above, 2 records:
| cpd | compound | Gal4-VP16 FLuc | FLuc modulator | NPC1 promoter act | MBNL1 CUG block | KCNH2 3.1 inh | Mito fusion yeast |
| --- | --- | --- | --- | --- | --- | --- | --- |
| 6 | Fc1ccccc1N1CCN(C2CCCN(Cc3ccccc3C(F)(F)F)C2)CC1 (stereo unspecified) | -12.2% | -0.2% | -3.2% | 1.6% | 8.1 | -11.7% |
| 2 | CCOC(=O)C1=C(O)/C(=C/c2ccc(OCC(=O)Nc3ccc(C)cc3)cc2)N=C1C | -14.4% | -0.9% | -0.8% | -1.4% | -5.1 | 1.1% |

| cpd | Menin MLL FP TR | Rab9 promoter act | RORg inh | ELG1 repair inh | PKM2 activator |
| --- | --- | --- | --- | --- | --- |
| 6 | -18.7% | -1.7% | ? | -10.9% | 1.1% |
| 2 | . | 8.0% | -5.5% | -0.7% | 2.3% |

Exported with two lines to a compound: entries from further up
Screens in order: Gal4-VP16 FLuc, FLuc modulator, NPC1 promoter act, MBNL1 CUG block, KCNH2 3.1 inh, Mito fusion yeast, Menin MLL FP TR, Rab9 promoter act, RORg inh, ELG1 repair inh, PKM2 activator
4	CC(OC(=O)CSc1ccc([N+](=O)[O-])cc1)C(=O)NC1CC1 (stereo unspecified)
    ., 5.3%, -5.4%, ., -24.4, -4.0%, ., -0.2%, ., 2.5%, .
5	COc1ccc(C(=O)c2c[nH]c(C(=O)NCc3ccco3)c2)cc1
    -7.9%, 0.6%, -7.1%, 15.7%, 27.4, -1.7%, 6.4%, 6.2%, 43.0%, -13.7%, 1.7%
6	Fc1ccccc1N1CCN(C2CCCN(Cc3ccccc3C(F)(F)F)C2)CC1 (stereo unspecified)
    -12.2%, -0.2%, -3.2%, 1.6%, 8.1, -11.7%, -18.7%, -1.7%, ?, -10.9%, 1.1%
7	COc1ccc(-c2[nH]ncc2-c2cscn2)c(O)c1
    3.9%, 3.3%, -4.3%, -3.3%, 1.1, 0.2%, 4.5%, -1.9%, ?, 1.5%, -3.4%
8	COc1ccc2[nH]cc(CCNC(=O)c3ccccc3Cl)c2c1
    0.1%, -11.6%, 0.4%, -7.0%, -1.8, 1.5%, 12.9%, 1.0%, -6.9%, 15.9%, .
9	Cc1ccccc1C(=O)NCC(=O)OCCOc1ccc(C(C)C)c(C)c1
    ., -1.1%, 1.1%, ., -14.9, 10.1%, ., 16.3%, ., 4.5%, .
10	COc1ccc(NC(=O)CCc2nnc3ccc(N4CCN(c5cccc(OC)c5)CC4)nn23)cc1
    5.2%, -1.7%, -10.2%, -1.8%, 0.9, 3.1%, ., -0.8%, 16.8%, ?, .

The results go on.
| cpd | compound | Gal4-VP16 FLuc | FLuc modulator | NPC1 promoter act | MBNL1 CUG block | KCNH2 3.1 inh | Mito fusion yeast |
| --- | --- | --- | --- | --- | --- | --- | --- |
| 11 | CCn1c(=O)cc(OCC(=O)NCCCN2CCC(C)CC2)c2ccccc21 | -2.1% | -0.2% | -1.2% | 3.7% | -76.7* | -1.6% |
| 12 | C=CCC1c2cccc(C(=O)O)c2C(=O)N1c1ccc(F)cc1 (stereo unspecified) | 10.7% | -1.7% | . | 9.1% | 26.4 | 2.2% |
| 13 | COc1ccc(C(=O)CCC(=O)O)cc1 | 1.5% | 3.5% | 0.5% | -0.5% | -8.6 | 4.5% |
| 14 | CCOc1ccc2oc(-c3ccccc3)c(C(=O)N3CCN(C)CC3)c2c1 | 3.7% | 3.6% | -3.8% | 3.6% | -11.5 | 2.0% |
| 15 | Cc1csc(NC(=O)c2ccc(Cl)nc2)n1 | ? | ? | ? | -2.3% | -4.7 | 4.3% |
| 16 | CCCCCCCCCCCC(=O)N1CC(=O)NC(=O)C1 | -7.1% | -2.2% | -4.7% | . | 0.0 | 3.5% |
| 17 | CCCCN(CC)CCNc1c(NC2CCN(C(=O)OCC)CC2)c(=O)c1=O | -10.1% | 4.3% | -3.9% | -2.9% | 5.9 | -2.2% |
| 18 | Cc1cccc(OCCC(=O)Nc2ccccc2C(N)=O)c1 | 1.0% | -0.6% | -2.8% | 5.2% | 9.9 | 9.2% |
| 19 | O=[N+]([O-])c1cc([N+](=O)[O-])c(Oc2ccc(F)cc2F)cc1NN1CCCCC1 | 4.4% | 0.6% | -4.3% | 3.4% | -1.0 | 4.3% |
| 20 | Cc1ccccc1OCC(O)Cn1c(NCc2ccco2)nc2c1c(=O)n(C)c(=O)n2C (stereo unspecified) | ? | 2.7% | 1.3% | -6.2% | 5.4 | 13.6% |

| cpd | Menin MLL FP TR | Rab9 promoter act | RORg inh | ELG1 repair inh | PKM2 activator |
| --- | --- | --- | --- | --- | --- |
| 11 | -0.1% | -2.1% | -31.8% | ? | 2.2% |
| 12 | 3.8% | . | -18.4% | . | -0.2% |
| 13 | -0.5% | -7.6% | -10.5% | 5.1% | 8.5% |
| 14 | -10.5% | -2.1% | 0.9% | ? | 1.2% |
| 15 | -29.0% | ? | 12.8% | ? | . |
| 16 | . | -0.7% | -10.5% | 9.5% | 2.2% |
| 17 | 2.2% | -9.1% | 0.1% | 6.8% | 2.2% |
| 18 | 15.7% | 2.7% | ? | 1.6% | -3.4% |
| 19 | -19.6% | -4.4% | -4.8% | 10.6% | -13.4% |
| 20 | -6.7% | 0.1% | -6.5% | ? | -1.6% |
